# PfHsp90 yeast 2: growth inhibition of yeast expressing Plasmodium Hsp90. S. cerevisiae expressing PfHsp90, BacTiter-Glo ATP, 48 h; yeast lacking PDR1 and PDR3 efflux regulators. inhibition, % at 9.4 µM. hit rate 0.32% among 310,000;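 active means every replicate shows inhibition above about 80%, whatever the replicate mean, limit read from the data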;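 further: 0% = DMSO neutral controls and 100% = 20 µM radicicol positive controls; yeast relying on Plasmodium falciparum Hsp90 in place of its own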
# Ecoli viability: reduces bacterial viability in AddAB counter-screen; inhibition, % at 11.9 µM; hit rate 0.27% among 330,000; E. coli V3065 growth, OD600 absorbance, 18 h;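 active means inhibition above the campaign's mean inhibition across all tested compounds plus 3 SD, cut at about 9.9% in these data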;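 further: uninfected addAB+ strain grown without phage in ampicillin broth; 0% = DMSO wells and 100% = ciprofloxacin 0.95 µg/ml wells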
# MOR-DOR inv ag: inverse agonist of human OPRM1-OPRD1 heterodimerization; P35372+P41143; cell-based MOR-DOR heterodimer luminescence, inverse agonism; inhibition, % at 9.3 µM; hit rate 0.21% among 340,000; AID 504357; in the data active means inhibition above about 22%, passing the limit was not always enough;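 further: 0% = cells with DMSO and 100% = wells without cells with DMSO; values of inactives mirror those of a sister screen read the other way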
# phage Ecoli inh: E. coli growth loss with phage present | growth absorbance | inhibition, % at 11.9 µM | hit rate 0.26% among 360,000 | AID 651602; in the data active means inhibition above about 11%
# Tat export inh: E. coli Tat transport inhibition. E. coli MC4100 TorA-mCherry Tat export, fluorescence. inhibition, % at 10 µM. hit rate 0.036% among 340,000;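 active means mean replicate inhibition at least 50% and at least half of replicates individually reaching 50%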;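 further: exported cargo escapes ClpAP degradation while cytoplasmic cargo is degraded and loses fluorescence; 0% = median of neutral control wells and 100% = median of NaSCN control wells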
# HTR5A inv ctr: counter-screen for OPRM1-OPRD1 inverse agonists: human HTR5A inverse agonism | P47898 | HTR5A cell line, luminescence | inhibition, % at 9.3 µM | hit rate 0.083% among 340,000 | AID 504634; in the data active means inhibition mostly above about 23%, no sharp cut-off; inactive means mostly below about 18%;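 further: 0% = cells with DMSO and 100% = no-cell wells with DMSO; some compounds called inactive have numbers as strong as hits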
# Target sequence (P47898 whole entry, looked up): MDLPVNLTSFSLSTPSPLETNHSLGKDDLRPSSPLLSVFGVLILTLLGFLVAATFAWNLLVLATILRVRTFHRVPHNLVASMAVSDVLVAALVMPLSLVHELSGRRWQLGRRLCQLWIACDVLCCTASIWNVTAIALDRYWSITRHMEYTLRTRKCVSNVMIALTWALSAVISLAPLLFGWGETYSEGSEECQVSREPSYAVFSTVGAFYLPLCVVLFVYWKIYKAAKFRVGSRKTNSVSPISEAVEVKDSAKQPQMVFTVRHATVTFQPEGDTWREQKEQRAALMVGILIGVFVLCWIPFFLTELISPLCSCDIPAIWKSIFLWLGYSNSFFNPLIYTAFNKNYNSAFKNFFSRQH
# Mot1-301 SUMO: inhibitors of SUMOylation pathway: yeast Mot1-301 growth rescue. S. cerevisiae Mot1-301 growth rescue, ATP luminescence, 38.5C; percent above DMSO median, 100 means doubled. growth rescue, % at 18.8 µM. hit rate 1% among 320,000. AID 2716;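 active means every valid replicate shows activation above 250% relative to neutral control wells; inactive means the rest, any valid replicate at or below 250%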;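 further: OY570 slx delta 5 strain wells were the positive control but not used for scaling; some compounds called inactive have numbers as strong as hits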
# AddAB inh: less growth of phage-infected E. coli with AddAB. E. coli expressing H. pylori AddAB, absorbance growth. inhibition, % at 11.9 µM. hit rate 0.29% among 330,000. AID 435030; in the data active means inhibition above about 12%;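 further: 0% = vehicle wells of infected cells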
# PKA-R1A activ: activates the PKA-R1A holoenzyme complex; activation, % at 11.4 µM; P00514+P68181; hit rate 0.083% among 340,000; PKA-R1A dissociation, Cy5-IP20 fluorescence polarization; scaled: DMSO 0%, 113 µM cGMP 100%;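 active means percent activation above the mean of all tested compounds plus 3 SD, cut at about 19% in these data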;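 further: higher means more PKAc released from R1A so a rise in polarization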
# PKA-R2B activ: activates the human PKA-R2B holoenzyme complex | P22694+P31323 | PKA-R2B holoenzyme dissociation, Cy5-IP20 fluorescence polarization; R2B truncated from residue 108, S112A mutant; 0% DMSO only, 100% 113 µM cGMP | activation, % at 11.4 µM | hit rate 0.079% among 340,000 | AID 504700;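 active means activation above a cutoff set at the mean over all compounds plus 3 SD, cut at about 18% in these data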;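 further: higher means more holoenzyme dissociation and a rise in polarization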
# Target sequence (P31323 whole entry, looked up, other chains not shown, the tested form may be a part): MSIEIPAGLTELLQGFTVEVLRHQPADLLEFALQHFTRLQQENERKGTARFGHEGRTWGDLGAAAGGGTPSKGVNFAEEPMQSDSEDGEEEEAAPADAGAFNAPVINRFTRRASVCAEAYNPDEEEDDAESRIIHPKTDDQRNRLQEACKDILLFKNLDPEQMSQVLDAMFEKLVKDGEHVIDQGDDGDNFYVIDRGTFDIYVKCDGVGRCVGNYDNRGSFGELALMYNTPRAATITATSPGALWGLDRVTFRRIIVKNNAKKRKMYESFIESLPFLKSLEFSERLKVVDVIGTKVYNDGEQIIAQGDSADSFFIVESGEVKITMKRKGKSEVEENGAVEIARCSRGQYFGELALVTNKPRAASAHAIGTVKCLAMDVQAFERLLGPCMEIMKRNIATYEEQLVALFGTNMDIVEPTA
# OPRM1-OPRD1 ag: agonists of human mu-delta opioid receptor heterodimerization; P35372+P41143; cells, OPRM1-OPRD1 heterodimerization, luminescence; activation, % at 9.3 µM; hit rate 0.3% among 340,000; AID 504326; in the data active means activation above about 18%;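 further: 0% = vehicle-treated cells and 100% = reference agonist; values of inactives mirror those of a sister screen read the other way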
# * = called active by the depositor; x = no result given.
SMILES,PfHsp90 yeast 2,Ecoli viability,MOR-DOR inv ag,phage Ecoli inh,Tat export inh,HTR5A inv ctr,Mot1-301 SUMO,AddAB inh,PKA-R1A activ,PKA-R2B activ,OPRM1-OPRD1 ag
O=C(NCC1CCCN(C(=O)c2cc(Cl)ccc2F)C1)c1ccc(F)cc1 (stereo not given),-23,-0.8,4,1.1,9,10,3,-1.6,-1,-3,-0.7
O=C(O)c1ccc(N/N=C/c2cc(Br)cs2)cc1,13,0.5,3,-2.0,8,14,-6,2.2,9,-1,-0.8
O=C(OCC(=O)N1N=C(c2ccc(Cl)cc2)CC1c1ccco1)c1cccnc1 (stereo not given),-13,4.0,1,0.8,3,-13,12,0.8,5,14,-0.3
CCOc1ccc(N/C=C/C(=O)c2ccccc2)c([N+](=O)[O-])c1,18,1.6,0,2.0,-3,9,-25,3.2,2,4,-0.1
Cc1ccc(-c2csc(C3=C(O)CN(NC(=O)c4ccc([N+](=O)[O-])cc4)C3=N)n2)cc1,-10,-0.3,15,5.3,10,-5,-17,3.3,5,-7,-3.3
O=C1c2oc3ccccc3c(=O)c2C(c2cccc(O)c2)N1CCCN1CCOCC1 (stereo not given),0,2.8,-1,2.9,-16,12,0,6.7,-9,-4,0.2
CCCc1nnc(NC(=O)CCC(=O)Nc2ccc(Cl)cc2)s1,1,-1.5,21,1.0,2,16,10,-0.3,-6,-10,-4.0
CC(C)CCNC(=O)c1ccc2c(SCC(=O)O)c3c(nc2c1)CCC3,-17,-0.3,0,0.9,3,7,6,1.4,-5,-5,0.1
CC(=O)c1ccc(Nc2ccc([N+](=O)[O-])c3nonc23)cc1,-18,-0.9,19,-2.4,-2,17,-12,1.2,8,8,-3.9
Cn1c(=O)c2c(nc(Sc3nc4ccccc4n3CC(=O)N3CCCCC3)n2C)n(C)c1=O,8,0.6,x,3.0,-2,x,31,5.6,1,-9,x
Cc1ccc(S(=O)(=O)N2CCOCC2)cc1C(=O)NCc1ccccc1CN1CCCC1,-19,-1.6,17,1.8,1,5,28,-0.4,-4,7,-4.2
O=C(O)CN(c1ccccc1)S(=O)(=O)c1cc(C(F)(F)F)cc(C(F)(F)F)c1,8,0.1,-4,4.3,1,2,20,1.8,-3,-2,0.6
O=C(NCc1ccccc1C(F)(F)F)C1CC(O)CN1C(=O)Nc1ccccc1 (stereo not given),5,2.2,12,1.4,-2,12,-2,0.8,-12,2,-2.5
CN(C)Cc1ccc(F)cc1Sc1ccc(Cl)cc1Cl,-7,0.9,-37,2.0,-7,3,15,2.1,2,-2,6.9
O=C1/C(=C\c2cc(Cl)c(O)c(Cl)c2)SC(=S)N1Cc1ccccc1,-25,x,10,1.8,1,-8,10,x,-8,4,-2.1
O=C(Cn1cc2c(n1)CCCC2)N1CCc2ccccc21,-7,2.6,14,3.6,-1,16,-12,3.6,9,10,-2.9
COc1ccc(-c2nn(-c3ccccc3)cc2C(=O)n2nnc3ccccc32)cc1,12,-1.6,24,1.6,-1,-22,-14,1.6,-8,-7,-4.4
O=C1OCc2ccc(NC(=O)c3sccc3Cl)cc21,14,0.3,17,1.4,2,-24,8,1.1,-16,1,-3.5
CCC(=O)Nc1ccc(OCc2nc3ccccc3s2)cc1,5,1.8,-2,2.4,2,-12,-34,1.4,13,2,0.5
COc1ccc(C(=O)NCc2nc3ccccc3[nH]2)cc1OC,-31,-0.1,3,3.0,-6,9,11,0.2,0,7,-0.5
COC(=O)c1cc2c(=O)c3ccccc3oc2nc1C,9,x,14,-0.2,-5,19,-5,x,-13,0,-2.8
O=C(NC1CCCCC1)NC1C2CC3CC(C2)CC1C3 (stereo not given),-23,-0.4,1,-1.0,0,4,-17,-1.0,-12,-7,-0.2
CCOc1ccc(CCn2c(-c3ccco3)nc3ccccc3c2=O)cc1OCC,-7,0.8,7,2.6,-1,-25,383,-0.8,8,1,-1.5
CCOC(=O)/C(=N\Nc1ccc(Br)cc1)N1CC(C)OC(C)C1 (stereo not given),9,3.4,-28,x,5,-15,428*,5.8,-14,-5,5.6

# Rewritten bar-delimited: 9 of the compounds above
Compound | PfHsp90 yeast 2 | Ecoli viability | MOR-DOR inv ag | phage Ecoli inh | Tat export inh | HTR5A inv ctr | Mot1-301 SUMO | AddAB inh | PKA-R1A activ | PKA-R2B activ | OPRM1-OPRD1 ag
O=C(NCC1CCCN(C(=O)c2cc(Cl)ccc2F)C1)c1ccc(F)cc1 (stereo not given) | -23 | -0.8 | 4 | 1.1 | 9 | 10 | 3 | -1.6 | -1 | -3 | -0.7
O=C(O)c1ccc(N/N=C/c2cc(Br)cs2)cc1 | 13 | 0.5 | 3 | -2.0 | 8 | 14 | -6 | 2.2 | 9 | -1 | -0.8
O=C(OCC(=O)N1N=C(c2ccc(Cl)cc2)CC1c1ccco1)c1cccnc1 (stereo not given) | -13 | 4.0 | 1 | 0.8 | 3 | -13 | 12 | 0.8 | 5 | 14 | -0.3
CCOc1ccc(N/C=C/C(=O)c2ccccc2)c([N+](=O)[O-])c1 | 18 | 1.6 | 0 | 2.0 | -3 | 9 | -25 | 3.2 | 2 | 4 | -0.1
Cc1ccc(-c2csc(C3=C(O)CN(NC(=O)c4ccc([N+](=O)[O-])cc4)C3=N)n2)cc1 | -10 | -0.3 | 15 | 5.3 | 10 | -5 | -17 | 3.3 | 5 | -7 | -3.3
O=C1c2oc3ccccc3c(=O)c2C(c2cccc(O)c2)N1CCCN1CCOCC1 (stereo not given) | 0 | 2.8 | -1 | 2.9 | -16 | 12 | 0 | 6.7 | -9 | -4 | 0.2
CCCc1nnc(NC(=O)CCC(=O)Nc2ccc(Cl)cc2)s1 | 1 | -1.5 | 21 | 1.0 | 2 | 16 | 10 | -0.3 | -6 | -10 | -4.0
CC(C)CCNC(=O)c1ccc2c(SCC(=O)O)c3c(nc2c1)CCC3 | -17 | -0.3 | 0 | 0.9 | 3 | 7 | 6 | 1.4 | -5 | -5 | 0.1
CC(=O)c1ccc(Nc2ccc([N+](=O)[O-])c3nonc23)cc1 | -18 | -0.9 | 19 | -2.4 | -2 | 17 | -12 | 1.2 | 8 | 8 | -3.9

# Additional results
SMILES,PfHsp90 yeast 2,Ecoli viability,MOR-DOR inv ag,phage Ecoli inh,Tat export inh,HTR5A inv ctr,Mot1-301 SUMO,AddAB inh,PKA-R1A activ,PKA-R2B activ,OPRM1-OPRD1 ag
Cc1ccc2oc(C(=O)N(Cc3nccn3C)C(C)C)c(C)c2c1,16,0.9,10,1.8,0,4,-10,2.5,-2,-12,-1.8
COc1cccc(C(=O)Nc2ccc(S(=O)(=O)Nc3nccc(C)n3)cc2)c1,3,-1.0,17,1.5,-3,23,-8,4.8,-2,9,-3.6
CC1CCN(C(=O)COC(=O)/C=C/c2ccco2)CC1,5,2.3,4,3.1,-1,6,22,3.0,-1,-3,-0.9
COc1cc(C(=O)Nc2nc(C)cc(C)n2)cc(OC)c1OC,8,1.0,12,3.9,1,-3,-22,0.3,-6,6,-2.3
CCCCc1ccc(NC(=O)OC)cc1,3,-0.4,-14,4.9,12,8,12,-2.8,1,-2,2.4
CC1CN(CC(=O)Nc2cc(S(=O)(=O)N3CCCC3)ccc2Cl)CC(C)O1 (stereo not given),0,-2.5,-2,1.1,-2,-8,1,-0.2,-12,9,0.5
CC(=O)C1CCC2C3CCC4CC(OC(=O)CCC(=O)O)CCC4(C)C3C(=O)CC12C (stereo not given),x,x,16,2.3,0,-7,x,x,-4,-6,-3.0
O=C(NCCC1=CCCCC1)c1cc(S(=O)(=O)N2CCCCC2)ccc1Cl,-11,-2.9,-15,-1.9,-2,-1,-5,4.7,-6,-4,2.2
Cn1cc(CCNC(=O)CC2C(=O)NCCN2Cc2cccc(Oc3ccccc3)c2)cn1 (stereo not given),9,0.9,14,2.1,-5,6,17,0.2,-11,-5,-2.0
COc1ccc(S(=O)(=O)N2CCCC2c2cccs2)cc1 (stereo not given),5,1.2,8,1.2,4,11,-9,0.8,0,3,-1.7
COC(=O)c1c(NC(NC(C)=O)C(Cl)(Cl)Cl)sc2c1CCCC2 (stereo not given),14,-1.5,-34,0.7,-2,-9,10,5.0,5,7,5.7
O=C(Cn1ccc2ccccc2c1=O)NCCC(=O)N1CCN(c2ccccc2)CC1,10,0.9,13,2.5,-10,-12,20,4.2,4,-6,-2.4
O=C(CSc1ccc2nnc(CCNC(=O)c3ccccc3)n2n1)Nc1ccccc1,5,-1.4,7,3.8,0,9,12,-1.1,-6,-10,-1.4
CCN(CC)CC(=O)c1c[nH]c2ccccc12,16,1.0,2,2.5,-8,14,8,0.7,6,6,-0.4
COC(=O)c1cccc(C(=O)N2CCCC(C(=O)c3ccccc3OC)C2)c1 (stereo not given),-37,x,14,-0.2,6,3,42,x,-12,11,-2.5
CCC1CN(C(=O)N2CCC(C(=O)NCc3ccccc3OC)CC2)c2cc(C)ccc2O1 (stereo not given),-21,-1.0,11,1.7,-1,10,11,2.9,-25,-8,-2.0
CCc1ccc2c(c1)C(=O)C(=O)N2CCS(=O)(=O)c1ccccc1,0,1.2,45*,0.1,-1,13,112,2.3,-7,-7,-8.6
COCCn1c(SCC(=O)Nc2ccc(C)cc2C)nc2c(oc3ccccc32)c1=O,8,0.8,15,4.8,-4,-1,0,1.0,0,-4,-2.9
CCc1nnc(NS(=O)(=O)c2ccc(NC(=S)NC(=O)/C=C/c3ccc([N+](=O)[O-])cc3)cc2)s1,9,0.1,7,0.8,-3,-28,-4,-1.3,7,12,-1.4
c1ccc2c(C3=NNC(=NC4CCCCC4)SC3)c[nH]c2c1,-5,-2.1,-4,3.6,-20,-25,-6,2.2,-5,0,0.5
Nc1nncn1C(=O)c1ccccc1Cl,10,-0.1,18,1.0,-3,-16,12,2.1,-7,9,-3.1
O=C(CNC1CCCCC1)Nc1ccc(S(=O)(=O)N2CCCCC2)cc1,21,-2.1,-15,1.5,-2,-3,-22,1.7,9,-7,1.8
CC(NC(=O)C1CCN(S(=O)(=O)c2cccc3nonc23)CC1)c1ccccc1 (stereo not given),21,2.1,5,2.0,-15,-6,23,1.5,15,0,-1.0
C/C(=N\O)C(=O)Nc1ccccc1,11,-2.1,14,-0.5,-9,12,-6,0.2,-1,2,-2.7
Cc1cccc(OCC(=O)Nc2ccc(N3CCN(S(C)(=O)=O)CC3)cc2)c1,-19,-0.7,4,1.9,1,-5,-4,2.6,-1,0,-0.8
CCc1ccc(OCC(=O)NC(NC(=S)Nc2ccccc2OC)C(Cl)(Cl)Cl)cc1 (stereo not given),23,-0.3,-26,3.4,-2,-33,-20,3.7,4,0,4.7
O=C(CSc1nnc2c(n1)[nH]c1ccc(F)cc12)OCc1ccccc1,3,-1.8,-1,3.1,-20,-12,8,1.5,-5,-2,0.1
COc1ccc(/C=N/NC(=O)c2[nH]c3ccc(C)cc3c2-c2ccccc2)c(C(=O)O)c1OC,13,-2.9,15,1.3,-2,11,340,-2.2,-1,-20,-2.9

# High-throughput results: PubChem, several laboratories
